Bioassay records: PubChem BioAssay, several laboratories
NOD2 RIPK2 PPI: NOD2-RIPK2 protein interaction inhibition; CHO BLA complementation NOD2-RIPK2, CCF4 ratio; inhibition, % at 4.98 µM; 360,000 compounds, 0.38% hits; O43353; in the data active means inhibition above about 21%;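 further: 0% = vehicle only and 100% = reference blocker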
Target sequence (O43353 whole entry, looked up): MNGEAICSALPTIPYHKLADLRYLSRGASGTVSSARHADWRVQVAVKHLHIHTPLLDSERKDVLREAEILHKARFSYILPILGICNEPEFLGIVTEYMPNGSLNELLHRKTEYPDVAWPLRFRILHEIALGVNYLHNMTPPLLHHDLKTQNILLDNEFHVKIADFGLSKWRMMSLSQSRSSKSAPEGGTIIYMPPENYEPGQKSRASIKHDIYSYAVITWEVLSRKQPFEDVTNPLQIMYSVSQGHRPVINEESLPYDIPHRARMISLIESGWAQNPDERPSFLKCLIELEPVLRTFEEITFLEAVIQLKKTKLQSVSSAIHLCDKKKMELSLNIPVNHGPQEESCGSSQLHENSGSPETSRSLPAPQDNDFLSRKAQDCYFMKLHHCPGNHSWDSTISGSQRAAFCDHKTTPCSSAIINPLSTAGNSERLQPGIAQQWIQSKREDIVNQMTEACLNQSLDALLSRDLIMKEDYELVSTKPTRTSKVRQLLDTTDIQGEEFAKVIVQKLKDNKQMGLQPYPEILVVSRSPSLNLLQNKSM
TLR9-MyD88 block: TLR9-MyD88 interaction inhibition; Q9NR96+Q99836; CHO BLA complementation TLR9-MyD88, CCF4 FRET ratio; inhibition, % at 4.98 µM; 340,000 compounds, 0.21% hits;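 active means inhibition above the mean over all tested compounds plus 3 SD, cut at about 21% in these data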;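 further: 0% = DMSO only wells and 100% = clavulanate BLA inhibitor control wells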
MC4R ag barr: human MC4R agonism via beta-arrestin. U2OS MC4R beta-arrestin complementation, luminescence; percent of melanotan II response, DMSO zero. 360,000 compounds, 0.98% hits. AID 540308. activation, % at 8.9 µM. P32245;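 active means activation above a per-plate cutoff, the mean activation of sample wells on that plate plus 3 SD, cut at about 8% in these data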
Target sequence (P32245 whole entry, looked up): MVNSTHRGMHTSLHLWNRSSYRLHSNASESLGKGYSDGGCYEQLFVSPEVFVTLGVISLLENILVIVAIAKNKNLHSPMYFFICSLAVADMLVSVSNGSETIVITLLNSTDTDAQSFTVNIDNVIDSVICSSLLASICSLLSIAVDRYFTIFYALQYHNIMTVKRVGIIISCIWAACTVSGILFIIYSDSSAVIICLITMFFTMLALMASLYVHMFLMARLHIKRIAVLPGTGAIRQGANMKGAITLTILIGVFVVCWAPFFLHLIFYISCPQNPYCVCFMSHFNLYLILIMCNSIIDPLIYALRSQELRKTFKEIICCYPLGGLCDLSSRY
aDG glyco act: alpha-DG glycosylation activation | AID 624168 | Pro5-aDG cells, alpha-DG glycosylation AlphaScreen (IIH6); 0% Pro5, 100% B10-LARGE cell signal | activation, % at 10 µM | 360,000 compounds, 0.22% hits;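 active means activation of at least 8% versus controls, or a plate z-score of at least 8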;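 further: Pro5 are CHO cells carrying HIG-tagged alpha-DG that lacks glycosylation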
Vif inh: HIV Vif inhibition; AID 602346; inhibition, % at 7.49 µM; 340,000 compounds, 0.35% hits; HEK293T cells, Vif self-association by quenched fluorescence, imaging, 24 h; in the data active means inhibition above about 50%, passing the limit was not always enough; inconclusive means no clear call, values can overlap the other calls; inactive means below about 31%; further: some results filed as inactive read as strong as hits
ABCB6 inh 2: inhibitors of human ABC transporter ABCB6; Q9NP58; K562-ABCB6 porphyrin accumulation, flow cytometry, 1 h; stronger effect = lower value; fluorescence ratio to DMSO, % at 10 µM; 360,000 compounds, 0.19% hits;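 active means fluorescence ratio to DMSO below 75%, the collection mean minus 3 SD; inconclusive means too few cells collected in the well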;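 further: signal is porphyrin accumulated inside mitochondria; 100% equals median channel fluorescence of DMSO control wells; lower ratio means ABCB6 inhibition with less porphyrin fluorescence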
ABHD5-PLIN5 inh: blocks binding of human ABHD5 to perilipin-5 | Split G. princeps luciferase complementation, luminescence, 4 h | inhibition, % at 4 µM | 360,000 compounds, 0.78% hits;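 active means inhibition above the mean inhibition across every tested compound plus 3 SD, cut at about 22% in these data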;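 further: 0% = DMSO only wells and the 100% control is not disclosed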
Glyco luc inh: N-linked glycosylation inhibition | reporter increase, % at 12.5 µM | 360,000 compounds, 0.23% hits | D54 ERlucT glycosylation luciferase reporter, 24 h; percent of 100 nM tunicamycin response;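 active means mean luciferase reporter signal, scaled so untreated is 0 and the glycosylation-blocking control 100, at or above a set limit in every replicate; inconclusive means mean reaches the limit but not every replicate does; inactive means mean below the limit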;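 further: luciferase carries N-glycosylation sites so blocking glycosylation raises the light; 0% = median of neutral control wells and 100% = median of 100 nM tunicamycin wells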
MC4R antag cAMP: antagonists of human melanocortin 4 receptor (MC4R); inhibition, % at 6.5 µM; MC4R-expressing cells, MTII-stimulated cAMP, LANCE TR-FRET; AID 540295; 360,000 compounds, 0.48% hits; P32245;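 active means inhibition above its plate's cutoff, the mean of tested wells on that plate plus 3 SD, cut at about 29% in these data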;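 further: 0% = Melanotan II alone and 100% = Melanotan II plus saturating MCL0020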
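Material: human MC4R-expressing U2OS cells. Probe or stimulus: Melanotan II challenge. Dosing: 6.5 µM single dose. Times: 30-min compound, 1-h challenge, 1-h detection, room temperature. Technique: TR-FRET with Eu-cAMP and labeled anti-cAMP, 671 nm. Replication: singlicate.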
Granule exo inh: lytic granule exocytosis inhibition | TALL-104 LAMP-1 surface exposure, flow cytometry; cells stimulated with thapsigargin and PMA | inhibition, % at 10 µM | 360,000 compounds, 0.66% hits | AID 651702;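 active means inhibition above about 55%, limit read from the data; inconclusive means no clear call, values can overlap the other calls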
* hit, by the source's call; ? = inconclusive; · = no result given. These rows are one share of the data; count on the stated rates, not on these rows.

SMILES	NOD2 RIPK2 PPI	TLR9-MyD88 block	MC4R ag barr	aDG glyco act	Vif inh	ABCB6 inh 2	ABHD5-PLIN5 inh	Glyco luc inh	MC4R antag cAMP	Granule exo inh
COc1ccc(N(CC(=O)N2CCc3ccccc32)S(=O)(=O)c2c(C)noc2C)cc1	-9	-7	-1.7	0.0	-2	95	4	1	-5	-2
Cc1ccc(C2NC(=O)Cc3ccccc32)cc1 (stereo unspecified)	-11	0	-1.2	0.8	0	103	4	-1	4	-1
COc1ccc2nc(NC(=O)c3cccnc3SC)sc2c1	0	4	-2.3	0.0	-3	104	-2	4	12	3
Cc1cc(C(=O)OCC(=O)N2CCOCC2)c(C)n1-c1ccccc1	-2	-17	-0.3	-0.1	6	98	4	-4	10	13
CC1CCCCN1C(=O)CSc1nnc(-c2ccco2)o1 (stereo unspecified)	-13	-2	-1.2	0.1	3	99	-3	-4	-5	-1
COc1ccc(/C=N/NC(=O)CCc2ccccc2)cc1O	-6	-8	-0.9	1.0	-14	95	1	11	11	-3
CCOC(=O)Cc1csc(NC(=O)CCCN2C(=O)c3ccccc3C2=O)n1	-2	5	-1.6	0.0	0	100	0	0	-2	6
O=C(NCc1ccco1)c1cccc(NC(=O)c2ccccc2)c1	-2	-1	-1.3	0.4	2	98	6	-1	16	-2
O=C(NCCSCc1ccco1)Nc1ccc(Cl)cc1	-3	2	-1.0	1.4	7	99	-12	1	-2	-1
CCOC(=O)CC(NC(=O)c1cc2cc(Cl)cc(Cl)c2oc1=O)c1cccc([N+](=O)[O-])c1 (stereo unspecified)	-2	7	0.9	-0.1	-4	93	3	-1	-8	-3
O=C(N/N=C/c1cccnc1)c1cc2c(ccc3ccccc32)o1	0	10	-0.2	-0.1	?	103	2	3	-6	-8
CCOC(=O)Cc1csc(NC(=O)c2ccc(S(=O)(=O)N(CCOC)CCOC)cc2)n1	-8	2	5.3	0.6	-3	99	7	1	4	9
COc1cc(Br)c(C2CC(=O)Nc3cc(OC)c(OC)cc32)cc1OC (stereo unspecified)	2	-12	0.6	0.0	-10	96	-3	1	24	-2
O=C(NCCc1ccccn1)C1CCCN1S(=O)(=O)c1ccc(Cl)cc1 (stereo unspecified)	-6	6	-1.2	0.0	5	98	-5	3	0	4
O=C(O)c1cccc(NC(=O)c2ccc(S(=O)(=O)c3ccccc3)cc2)c1	2	-6	1.6	0.0	-4	101	-2	1	6	1
Cc1ccc(C)c(NC(=O)CCC(=O)NNC(=S)Nc2ccccc2)c1	1	-7	-2.9	0.0	14	96	2	-2	9	4
O=C(Nc1ccncc1)c1ccc(F)cc1	5	5	-1.0	0.1	·	120	0	1	1	4
CCC(=O)Nc1nonc1-c1nc2ccccc2n1N(C(=O)CC)C(=O)CC	3	-14	-2.4	-0.3	-2	90	-8	2	8	2
CCN(NC(=O)C(O)(c1ccc(F)cc1)c1ccc(F)cc1)C(=O)c1ccccc1	6	0	-0.3	0.1	0	99	-1	2	7	-15
CCOC(=O)c1nc(NCc2ccccc2)c2ccccc2n1	4	-6	-0.1	-0.5	-3	102	1	3	1	-1
O=C1N2CN(C(c3ccccc3)c3ccccc3)CN=C2SC1(CO)CO	5	3	-2.5	0.0	1	94	-4	1	8	2
Cc1ccc(CNC(=O)C2CCC(=O)N2C2CCCCC2)cc1 (stereo unspecified)	-10	5	-0.4	-0.3	-4	99	0	2	5	-1
CCn1c(COc2cc(C)ccc2C(C)C)nnc1SCC(=O)Nc1nccs1	2	-2	-1.4	0.9	-4	99	0	2	4	7
COc1cccc(-c2cc(C(=O)Nc3ccccc3SC)no2)c1	-2	5	6.6	0.4	2	101	5	-1	1	-1
O=S(=O)(Nc1cccnc1)c1ccc(C2CCCCC2)cc1	4	-7	-1.4	3.4	·	90	-10	0	2	-2
C/C(=N\O)c1ccc2c3ccccc3n(C)c2c1	2	-7	-1.6	0.1	16	87	-5	0	-5	-2
COC(=O)/C(=N/Nc1ccccc1Cl)Sc1nnc(C(O)c2ccccc2)n1-c1ccccc1 (stereo unspecified)	2	5	-1.4	-0.1	2	102	-4	3	5	-1
CC(C)(C)NC(=O)CSc1nnc(-c2ccccn2)n1Cc1ccccc1	-4	1	1.5	0.3	6	94	4	-1	0	-3
Cc1ccc(S(=O)(=O)N2CCC(C(=O)Nc3nnc(-c4ccco4)s3)CC2)cc1	2	-4	-0.1	0.1	-7	98	2	-2	11	-5
COC(=O)c1cc(S(=O)(=O)N2CCN(c3cccc(C)c3)C(C)C2)c[nH]1 (stereo unspecified)	0	-3	8.0	-0.4	-1	98	2	1	12	0

As a working copy, 2 of the compounds above.
SMILES	NOD2 RIPK2 PPI	TLR9-MyD88 block	MC4R ag barr	aDG glyco act	Vif inh	ABCB6 inh 2	ABHD5-PLIN5 inh	Glyco luc inh	MC4R antag cAMP	Granule exo inh
Cc1ccc(S(=O)(=O)N2CCC(C(=O)Nc3nnc(-c4ccco4)s3)CC2)cc1	2	-4	-0.1	0.1	-7	98	2	-2	11	-5
COC(=O)c1cc(S(=O)(=O)N2CCN(c3cccc(C)c3)C(C)C2)c[nH]1 (stereo unspecified)	0	-3	8.0	-0.4	-1	98	2	1	12	0

(listing goes on)
SMILES	NOD2 RIPK2 PPI	TLR9-MyD88 block	MC4R ag barr	aDG glyco act	Vif inh	ABCB6 inh 2	ABHD5-PLIN5 inh	Glyco luc inh	MC4R antag cAMP	Granule exo inh
O=C(/C(=C/O)N=Nc1ccccc1Cl)c1ccccc1	-3	4	-0.5	-0.1	5	95	3	1	11	12
O=C1CCCC2=C1C(c1ccco1)Nc1ccc3ccccc3c12 (stereo unspecified)	-8	2	-3.0	0.4	-9	106	19	1	2	-2
O=C(N/N=C/c1sc(N2CCOCC2)nc1-c1ccccc1)c1cccc(S(=O)(=O)N2CCCC2)c1	18	13	-2.8	-0.4	0	96	4	-5	0	-1
CCOc1ccc(CNCCN2CCCC2)cc1	-20	-3	1.3	-0.1	-2	93	-3	-2	6	46
CC(NC(=S)Nc1ccc(Cl)cc1Cl)C(c1cccs1)N1CCCC1 (stereo unspecified)	-4	-2	3.2	1.7	-7	104	-8	-6	5	-3
O=C(NCCn1c(-c2ccncc2)nc2ccccc21)[C@H]1CCCN1c1nc(CN2CCCCC2)cs1	-12	-10	0.9	0.3	-8	100	4	5	2	-1
Cc1ccc(SCC(=O)Nc2nccs2)cc1	-5	4	-1.7	-0.2	-6	89	0	-1	0	0
COc1ccccc1OCCSc1nc2ccccc2n1CCO	-6	3	-1.4	0.2	-11	98	4	1	-5	-1
CN(Cc1nc(-c2cccnc2)no1)S(=O)(=O)c1ccc2ccccc2c1	6	-5	0.6	-0.9	3	98	-5	1	9	1
O=C(Nc1ccc2c(c1)OCCO2)N1CCN(Cc2ccccc2)CC1	-7	-1	3.8	0.3	-3	102	1	-1	2	-1
COC(=O)[C@H]1C[C@H](OC(=O)NCC2CCCCC2)[C@@]2(O)CN(S(=O)(=O)c3ccc(C)cc3)CC2[C@H]1C(=O)OC (stereo partly specified)	3	6	1.6	0.2	2	93	3	4	3	5
COc1ccc(CNC(=O)c2cc(=O)c3cc(C)cc(C)c3o2)cc1	-3	11	-1.3	-0.2	2	97	10	0	8	-9
COc1ccc(NC(=O)c2ccc(COc3ccccc3Br)o2)cc1OC	6	3	5.0	-0.2	34	106	6	-2	-2	22
CC(C)CNC(=S)N(CCCO)Cc1cc2cc3c(cc2[nH]c1=O)OCO3	2	-1	-0.9	0.0	8	99	2	2	-3	-11
O=C(NCCN1CCC(n2c(=O)[nH]c3ccccc32)CC1)c1ccc(F)c(F)c1	-15	·	·	0.0	·	95	4	·	·	0
Cn1ncc(Br)c1C(=O)NC(=S)N1CCN(c2ccccn2)CC1	4	-10	0.0	-0.4	-8	100	4	0	12	-1
COc1ccccc1C(c1nnnn1C(C)(C)C)N1CCCCCC1 (stereo unspecified)	-2	-4	-1.2	-0.1	-1	101	3	-3	-3	0
COc1ccccc1N(C)S(=O)(=O)c1ccc(C(=O)OCC(=O)Nc2ccccc2F)cc1	0	2	-0.5	0.0	-3	94	1	1	9	7
Cc1cc2c3c([nH]c2cc1S(=O)(=O)N1CCC2(CC1)OCCO2)CC(C)(C)CC3=O	-1	12	0.2	0.2	-1	100	-9	-2	-2	-2
NS(=O)(=O)c1ccc(N/C=C\C(=O)c2ccc(F)cc2)cc1	-2	-1	1.3	-0.1	-2	105	3	-5	-6	0
Cc1noc(C)c1CSc1ncnc2sc(C)c(C)c12	1	-9	0.1	-0.2	-9	108	-2	-3	-4	-2
O=C(CN1CCN(c2ccccn2)CC1)Nc1ccc(Cl)c(C(F)(F)F)c1	2	4	-0.1	-0.1	0	102	-4	1	0	-21

Structures above that have an NH in an aromatic ring (4):
SMILES	NOD2 RIPK2 PPI	TLR9-MyD88 block	MC4R ag barr	aDG glyco act	Vif inh	ABCB6 inh 2	ABHD5-PLIN5 inh	Glyco luc inh	MC4R antag cAMP	Granule exo inh
COC(=O)c1cc(S(=O)(=O)N2CCN(c3cccc(C)c3)C(C)C2)c[nH]1 (stereo unspecified)	0	-3	8.0	-0.4	-1	98	2	1	12	0
CC(C)CNC(=S)N(CCCO)Cc1cc2cc3c(cc2[nH]c1=O)OCO3	2	-1	-0.9	0.0	8	99	2	2	-3	-11
O=C(NCCN1CCC(n2c(=O)[nH]c3ccccc32)CC1)c1ccc(F)c(F)c1	-15	·	·	0.0	·	95	4	·	·	0
Cc1cc2c3c([nH]c2cc1S(=O)(=O)N1CCC2(CC1)OCCO2)CC(C)(C)CC3=O	-1	12	0.2	0.2	-1	100	-9	-2	-2	-2
